# RORg inh – blocks mouse ROR gamma transcriptional activity. P51450. Drosophila S2 Gal4-RORgamma UAS-luciferase reporter, 20 h. Potency, µM (doses to about 53.6 µM), without a hit: at the top dose activity change, negative = inhibition, most hits filed as inhibitors. 310,000 compounds, 5.4% hits; further: on the % scale 0 is the no-effect control and ±100 the full control effect; nearly all actives have a fitted effect of over 60% in size
# Target sequence (P51450 whole entry, looked up, the tested form may be a part): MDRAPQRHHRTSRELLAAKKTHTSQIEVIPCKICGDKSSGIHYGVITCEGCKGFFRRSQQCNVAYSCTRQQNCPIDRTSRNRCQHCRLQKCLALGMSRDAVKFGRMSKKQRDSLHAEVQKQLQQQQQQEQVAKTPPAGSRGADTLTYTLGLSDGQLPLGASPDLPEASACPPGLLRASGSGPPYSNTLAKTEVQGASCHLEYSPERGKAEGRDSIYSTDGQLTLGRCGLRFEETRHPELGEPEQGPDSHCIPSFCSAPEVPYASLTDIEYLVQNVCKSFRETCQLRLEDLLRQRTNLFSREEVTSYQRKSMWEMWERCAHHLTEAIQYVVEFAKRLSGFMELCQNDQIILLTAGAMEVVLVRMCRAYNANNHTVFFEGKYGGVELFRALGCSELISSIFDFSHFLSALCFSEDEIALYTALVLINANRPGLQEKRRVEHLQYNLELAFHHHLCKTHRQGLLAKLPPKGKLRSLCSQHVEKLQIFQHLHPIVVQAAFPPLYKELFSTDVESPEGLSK
#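 In this cell-based reporter format, copper sulfate (700 uM final) drives Gal4–ROR gamma fusion expression from a metallothionein promoter in Drosophila Schneider cells; compounds preincubated 1 hr, reporter read after 20 hr at ambient temperature.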
# Rab9 prom act – Rab9 promoter activation | Huh7 Rab9 promoter-luciferase reporter, luminescence, 24 h | Potency, µM (highest dose often 9.22 µM), inactives show at the highest dose activation, negative = inhibition, usual class: activators | 320,000 compounds, 2.8% hits; further: % of control where 0% means no effect; nearly all actives have a fitted effect of over 60% in size
#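 Promoter activation is measured as luciferase luminescence in Huh7 cells stably transfected with a Rab9 promoter–luciferase construct, following 24 h compound exposure at 37 °C and 10 min reagent incubation at ambient temperature.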
# p53 reactivator – restores transcriptional activity of mutant p53; 320,000 compounds, 0.063% hits; H1299 p53-A138V BP100-luciferase reporter, luminescence, 24 h; Potency, µM (doses to about 92.2 µM), for inactives: at the top dose activity change, positive = activation, usual class: activators; further: % of control where 0% means no effect; nearly all actives have a fitted effect of over 45% in size
#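 H1299 (p53-null), stable ts p53-A138V + BP100-Luc; 1000 cells/well, Opti-MEM/10% FBS; cpd 4 pt, 1:5; 24 h, 37 deg C, 5% CO2; detection reagent 10 min RT; luminescence.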
# uPA surface inh – blocks generation of uPA at the cell surface | 330,000 compounds, 0.31% hits | Potency, µM (series often up to 38.3 µM), for the others: at the top dose activity change, negative = inhibition, hits mostly inhibitors | cell surface uPA generation assay, qHTS | AID 540303; active means well fitted inhibition curve with a large enough effect; inconclusive means small, poorly fitted or top-dose-only effect; inactive means no such curve, though single readings can be large or run the other way; tested in mouse RAW 264.7 cells; further: on the % scale 0 is the no-effect control and ±100 the full control effect; nearly all actives have a fitted effect of over 55% in size
# VP16 counter – counter-screen for ROR gamma inhibitors: Gal4-VP16 reporter; Drosophila S2 Gal4-VP16 UAS-luciferase, luminescence, 20 h; AID 2546; Potency, µM (series often up to 53.6 µM), for inactives: at the highest dose activity, negative = inhibition, most hits filed as inhibitors; 310,000 compounds, 3.5% hits;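 further: Gal4-VP16 expression switched on by copper sulfate through the metallothionein promoter; on the % scale 0 is the no-effect control and ±100 the full control effect; nearly all actives have a fitted effect of over 50% in size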
# ELG1 genotox – genotoxicity induction in ELG1-luciferase HEK293T cells; Potency, µM (highest dose often 46 µM), for the others: at the highest dose activity change, positive = activation, usual class: activators; 330,000 compounds, 1.3% hits; HEK293T ELG1-luciferase reporter, luminescence, 16 h; further: % of control where 0% means no effect; nearly all actives have a fitted effect of over 60% in size
#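 Reporter readout depends on ELG1 protein level, which increases with genetic stress. After 16 hr compound exposure at 37 °C, luciferase activity was quantified using ONE-Glo.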
# FLuc counter – firefly luciferase modulation, counter-screen for miR-21 project; AID 588342; purified FLuc, Km substrates, luminescence inhibition; P08659; Potency, µM (top dose mostly 57.5 µM), for the others: at the highest dose activity change, negative = inhibition, most hits filed as inhibitors; 360,000 compounds, 6.9% hits;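 further: plate controls were vehicle for no effect and reference inhibitor for full effect; nearly all actives have a fitted effect of over 55% in size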
#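 Biochemical qHTS of compounds, final roughly 60 µM downward over six points, against 10 nM purified firefly luciferase using Km concentrations of substrates (10 uM D-luciferin, 10 uM ATP) in Tris acetate pH 7.5 buffer; luminescence output.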
# BRCA1 expr up – activators of BRCA1 expression; MCF7-BRCA1-FFLuc reporter, luminescence, 48 h; response scale: scaled: vehicle 0%, 10 µM genistein 100%; Potency, µM (top dose mostly 46.1 µM), for the others: top-dose activation, most hits filed as activators; 380,000 compounds, 1.1% hits; further: nearly all actives have a fitted effect of over 80% in size; some results filed as inactive show a strong effect at the top dose
#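 Quantitative HTS in MCF7 cells stably reporting BRCA1 expression via firefly luciferase. Compound treatment lasts 48 h at 37 °C in phenol-red free MEM. Activation is expressed relative to genistein at 10 microM and DMSO.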
# MBNL1-CUG inh – inhibitors of human MBNL1 binding to CUG repeat RNA. 280,000 compounds, 0.036% hits. TR-FRET MBNL1-His/biotin-(CUG)12 binding, 665/545 ratio. AID 2675. Potency, µM (series often up to 57.5 µM), without a hit: at the top dose activity change, negative = inhibition, usual class: inhibitors; active means well fitted inhibition curve with a large enough effect in the signal ratio, with a control signal flat, not every such curve was filed as active; inconclusive means small, poorly fitted or top-dose-only effect, or effect the other way, or a change in a side signal; inactive means no such curve, though single readings can be large or run the other way; the % refers to the signal ratio; further: on the % scale 0 is the no-effect control and ±100 the full control effect
# Target sequence (Q9NR56 whole entry, looked up): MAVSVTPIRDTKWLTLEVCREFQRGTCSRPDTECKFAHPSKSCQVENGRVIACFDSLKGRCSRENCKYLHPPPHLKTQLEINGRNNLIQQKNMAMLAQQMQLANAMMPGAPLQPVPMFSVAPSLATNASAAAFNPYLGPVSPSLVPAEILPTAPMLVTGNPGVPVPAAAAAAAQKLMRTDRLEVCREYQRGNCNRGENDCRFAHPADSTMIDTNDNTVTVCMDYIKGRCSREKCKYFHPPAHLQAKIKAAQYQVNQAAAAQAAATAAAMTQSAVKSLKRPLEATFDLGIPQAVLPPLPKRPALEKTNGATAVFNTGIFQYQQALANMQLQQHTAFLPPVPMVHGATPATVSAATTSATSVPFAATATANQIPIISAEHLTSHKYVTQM
#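 Compound titration spanned 92 nM–58 uM against the MBNL1-His/biotin-(CUG)12 complex. After 60 min at room temperature with 5 nM streptavidin-XL665 and 0.055 ng/ul terbium anti-His, ratiometric 665/545 nm emission (Ex 340 nm) normalized to controls.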
# NPC1 prom act – NPC1 promoter activation; Huh7 NPC1 promoter luciferase reporter, 24 h; Potency, µM (doses to about 9.22 µM), inactives show at the highest dose activation, hits mostly activators; 320,000 compounds, 2.4% hits;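 further: % of control where 0% means no effect; nearly all actives have a fitted effect of over 60% in size; reporter is driven by a mutant NPC1 promoter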
#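 Cells: Huh7 expressing luciferase under the NPC1 promoter, 1500/well. Seeded 2 h, compound added, incubated 24 h at 37 °C. Luciferase reagent, 10 min ambient, then luminescence.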
# * marks the source's active call; other numbers are inactive results; ? = inconclusive; . = no result given; [ ] = dose if it differs, or a comment. Unless noted, the call rests on the fitted dose curve; in most records, active means well fitted curve in the direction sought with a large enough effect; inconclusive means small, poorly fitted or top-dose-only effect, or another doubt; inactive means no such curve, though single readings can be large; an effect the other way counts as inactive or inconclusive. Potency means the concentration at half of the fitted maximal effect.
Structure,RORg inh,Rab9 prom act,p53 reactivator,uPA surface inh,VP16 counter,ELG1 genotox,FLuc counter,BRCA1 expr up,MBNL1-CUG inh,NPC1 prom act
COc1ccc(C2N=C(Nc3ccc(C)cc3)Nc3nc(C)cc(=O)n32)cc1 (stereo not given),5%,-1%,-35%[inhibitor],10%,5%,2%,3%,-4%,-8%,-1%
Cc1cc(-c2ccccc2)c2c(=O)n(-c3ccccc3)[nH]c2n1,-32%,-1%,.,4%,17%,11%,-1%,-4%,?,-3%
CC(C)CC(=O)Nc1ccnc(-c2ccncc2)n1,-9%,-1%,-4%,1%,-11%[10 µM],0%,-2%,0%,0%,-6%
CSc1nc2nc(C)c(CCC(=O)OCC(=O)Nc3ccc(F)cc3)c(C)n2n1,.,2%,5%,3%,.,-4%,4%,-4%,.,0%
COc1ccc(Cc2nnc(NC(=O)C3CCCO3)s2)cc1OC (stereo not given),-1%,-5%,20%,-9%,1%,3%,7%,-3%,-2%,-1%
O=C(CSc1nnnn1C1CCCC1)NCCc1ccccc1,18%,19%,10%,1%,-12%,2%,-6%,83%,-3%,16%
O=C(O)c1cccc(N/N=C/c2cn(-c3ccccc3)nc2-c2cccs2)c1,?,2µM*,0%,-13%,23%,?,1.3µM*,?,-8%,3.5µM*
CN1CCN(c2ccc(S(=O)(=O)N3CCOCC3)cc2NC(=O)CCc2ccccc2)CC1,-1%,-2%,2%,-2%,-7%,2%,-2%,-3%,-4%,0%
COc1ccc(C(=O)NCC2CCCO2)cc1 (stereo not given),4%,13%,?,0%,-5%,-2%,-6%,?,-6%[11.5 µM],11%
COc1ccc(N2CCN(C(=O)Cn3cncn3)CC2)cc1,-1%,-9%,-2%,3%,7%,8%,-1%,-7%,-1%,-3%
C=C(C)c1cccc(C(C)(C)NC(=O)Nc2ccc(C(N)=O)cc2)c1,3%,-9%,-5%,-2%,8%,-4%,2%,-4%,2%,-7%
C[C@@]12CCC3[C@@](CCC4[C@@]3(C)CCC[C@@]4(C)C(=O)NCc3ccccc3)(CC1=O)C2 (stereo not given in full),.,-4%,-5%,-2%,.,-8%,2%,-1%,.,-1%
O=C(COC(=O)c1cccc([N+](=O)[O-])c1)NCC1CCCO1 (stereo not given),-5%,9%,7%,11%,6%,-2%,5%,-17%,?,-3%
CCn1nc(C(=O)OCC(=O)NCCN2C(=O)CSC2=O)c2ccccc2c1=O,-1%,-2%,7%,-6%,-1%,1%,3%,0%,5%,6%
CCc1nc(Nc2ccccc2F)c2oc3ccccc3c2n1,-44%,-5%,4%,-11%,0%,1%,2%,-5%,6%,18%
NS(=O)(=O)c1ccc(NS(=O)(=O)c2ccc(C3CNC(=O)C3)cc2)cc1 (stereo not given),-2%,2%,1%,7%,?,-1%,-1%,1%,2%,-1%
CC(=O)c1ccc(N2CCN(CC(=O)Nc3ccccc3C(=O)NC3CC3)CC2)c(F)c1,.,0%,-6%,-3%,.,1%,3%,-5%,.,1%
COc1cc(/C=C2\SC(=O)N(CCNC(=O)c3cnc(C)cn3)C2=O)cc(OC)c1OC,?,1%,17%,2%,0%,0%,3%,-10%,-4%,-3%
CCCc1nnc(NC(=O)CN2C(=O)C3C4C=CC(C4)C3C2=O)s1 (stereo not given),24%,2%,3%,0%,1%,5%,2%,-4%,4%,-5%
COC(=O)c1nnn(-c2ccc(F)c(Cl)c2)c1C(=O)OC,-12%,4%,1%,1%,17%,0%,-2%,0%,-11%,2%
Nc1ncnc(NCc2ccccc2)c1[N+](=O)[O-],-27%,-6%,-8%,-2%,-16%,-10%,4%,25%,?,1%
CCOC(=O)C(C(=O)NCc1cccc(OC)c1)c1ncc(C(F)(F)F)cc1Cl (stereo not given),2%,-1%,4%,-1%,2%,0%,0%,-13%,-3%,-7%
CCN(CC)C(=O)Oc1ccc(NC(C)=O)cc1,-22%,11%,0%,.,0%,1%,3%,1%,8%,-3%
COc1ccc(N2CCN(C(=O)COC(=O)c3ccc(-n4nc(C)cc4C)cc3)CC2)cc1,.,-1%,-2%,1%,.,-1%,3%,-9%,.,0%
CC1(c2ccccc2)CC(C)(C)N(C(=O)C2CCCO2)c2ccccc21 (stereo not given),-4%,7%,-4%,-1%,-8%,-9%,2%,-20%,-3%,-3%

# Structures listed so far with a nitro group on carbon, in the order listed:
Structure,RORg inh,Rab9 prom act,p53 reactivator,uPA surface inh,VP16 counter,ELG1 genotox,FLuc counter,BRCA1 expr up,MBNL1-CUG inh,NPC1 prom act
O=C(COC(=O)c1cccc([N+](=O)[O-])c1)NCC1CCCO1 (stereo not given),-5%,9%,7%,11%,6%,-2%,5%,-17%,?,-3%
Nc1ncnc(NCc2ccccc2)c1[N+](=O)[O-],-27%,-6%,-8%,-2%,-16%,-10%,4%,25%,?,1%

# Returning to the listing, repeating the 2 entries before the break.
Structure,RORg inh,Rab9 prom act,p53 reactivator,uPA surface inh,VP16 counter,ELG1 genotox,FLuc counter,BRCA1 expr up,MBNL1-CUG inh,NPC1 prom act
COc1ccc(N2CCN(C(=O)COC(=O)c3ccc(-n4nc(C)cc4C)cc3)CC2)cc1,.,-1%,-2%,1%,.,-1%,3%,-9%,.,0%
CC1(c2ccccc2)CC(C)(C)N(C(=O)C2CCCO2)c2ccccc21 (stereo not given),-4%,7%,-4%,-1%,-8%,-9%,2%,-20%,-3%,-3%
Cc1ccc(Nc2nnc(SCC(=O)c3ccc(O)cc3O)s2)cc1,-18%,-1%,14%,3%,-2%,2%,11µM*,-19%,-2%,-2%
O=C1CC(N2CCN(c3ccccc3F)CC2)C(=O)N1c1ccc2c(c1)OCCO2 (stereo not given),22%,-5%,-2%,4%,5%,-2%,3%,-7%,-13%,2%
O=C(Nc1nc(-c2ccc(F)cc2)cs1)C1CCCO1 (stereo not given),42%,23%,?,4%,-1%,11%,12µM*,97%,-15%,18%
Cc1ccc(C(=O)OCC(=O)NC2CCCC2)cc1C,-7%,0%[1.84 µM],22%,-5%,-6%,4%,?,-5%,1%,4%
CC(CC(=O)Nc1ccccc1C(F)(F)F)c1ccccc1 (stereo not given),-7%,-10%,-1%,5%,-12%,2%,1%,2%,.,-4%
Cc1cc(C)c2c(n1)sc1c(O)cc(=O)[nH]c12,-11%,2%,0%,4%,-9%,-1%,-10%,3%,10%,1%
CCCN1Cc2cccc(C(=O)NC(CC(=O)OCC)c3ccc(OCC)c(OC)c3)c2C1=O (stereo not given),-18%,-9%,-1%,-7%,-14%,-1%,4%,-4%,-1%,0%
Cc1ccc(N2CCN(C(=O)N3CCOCC3)CC2)cc1C,-30%,0%,1%,1%,4%,1%,-1%,30%,?,-1%
COc1ccc(Cl)cc1C(=O)NNC(=O)c1[nH]c(C)c(C(C)=O)c1C,.,.,-1%,-1%,.,-1%,.,-59%,.,.
Cc1cc(C)n(CC(=O)NNC(=O)CC(C)c2ccccc2)n1 (stereo not given),.,-1%,?,7%,.,0%,0%,-9%,.,1%
O=[N+]([O-])c1ccc(S(=O)(=O)Nc2ccccn2)cc1,-15%,6%,.,-1%,3%,0%,0%,-17%,?,-2%
O=C(CSc1nnc(COc2ccc(Cl)cc2Cl)o1)Nc1ccccn1,-9%,-3%,20%,-5%,5%,1%,?,-31%,-9%,1%
O=C(Cc1ccccc1)Nc1ccc(N2CCOCC2)cc1N1CCOCC1,-5%,-11%,14%,4%,-5%,0%,-7%,1%,-12%,-11%
COC(=O)c1cc(NC(=O)C2CC=CCC2C(=O)O)cc(C(=O)OC)c1 (stereo not given),?,-1%,-6%,-1%,-1%,-5%,6%,18%,1%,-5%
CC(=O)Nc1nc(C)c(-c2csc(Nc3ccc(S(N)(=O)=O)cc3)n2)s1,?,-8%,-2%,1%,-9%,1%,-1%,-26%,?,-13%
Cc1ccccc1NCC(=O)Nc1cc(S(=O)(=O)N2CCCCC2)ccc1C,.,-3%,3%,7%,.,-1%,1%,4%,.,0%
O=C1OC(c2ccc(F)cc2)=N/C1=C\C=C/c1ccccc1,-11%,-3%,-1%,-2%,0%,-1%,?,3%,14%,-2%
CCOC(=O)c1cc(NC(=O)c2cc(C)on2)cc(C(=O)OCC)c1,-3%,0%,-3%,.,-14%,-1%,-1%,1%,-5%,8%
CCOCCn1c(SCc2ccc(C)cc2)nc2c1c(=O)[nH]c(=O)n2C,-9%,1%,-11%,-1%,6%,9%,4%,0%,6%,-2%
